# Screens as filed in PubChem.
# M. tuberculosis: growth inhibition of non-replicating M. tuberculosis (AID 488890); Mycobacterium tuberculosis non-replicating, growth inhibition; higher % means a stronger effect; 320,000 compounds, 0.39% hits; inhibition, % at 25 µM; hits with a dose series show IC50 in µM; in the data active = a potency from the dose series; inconclusive = inhibition mostly from about 82% at the one dose, without a potency; inactive = the rest, 99 in 100 with inhibition below about 76%;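 also: plate controls were DMSO cells for no effect and high antibiotic wells for full effect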
# VEEV TC-83 Vero: inhibitors of VEEV TC-83 cytopathic effect, confirmation, Vero cells (AID 588727); 350,000 compounds, 0.13% hits; Vero cells, VEEV TC-83 cytopathic effect inhibition; higher % means a stronger effect; one-dose inhibition, % at 20 µM; IC50 in µM for titrated hits; in the data active = a potency from the dose series; inconclusive = inhibition mostly from about 14% at the one dose, without a potency; inactive = the rest, 99 in 100 with inhibition below about 12%; also: strong numbers were not always called active
# H1N1 NS1A inhibition: H1N1 influenza NS1A inhibitors, functional cell based assay (AID 504329); NS1A functional cell-based assay, percent inhibition; higher % means a stronger effect; inhibition, % at 12.5 µM, or IC50 in µM where a hit was titrated; 340,000 compounds, 0.3% hits; in the data active = a potency from the dose series; inconclusive = inhibition above about 27% without an active follow-up result; also: strong numbers were not always called active
# PhoP GFP inhibition: PhoP regulon inhibitors, Salmonella typhi PhoP promoter GFP reporter, confirmatory (AID 1850); Salmonella Typhi PhoP-promoter GFP reporter, fluorescence, 4 h; higher % means a stronger effect; one-dose inhibition, % at 50 µM; IC50 in µM for titrated hits; 310,000 compounds, 0.33% hits; in the data active = a potency from the dose series; inconclusive = inhibition mostly from about 25% at the one dose, without a potency; inactive = the rest, 99 in 100 with inhibition below about 19%;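 also: 0% = induced wells with vehicle and 100% = uninduced wells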
# H37Rv inhibition: M. tuberculosis growth inhibition, HTS (AID 449762). 330,000 compounds, 0.59% hits. inhibition, % at 25 µM, or IC50 in µM where a hit was titrated. M. tuberculosis H37Rv growth inhibition, 7H9 media; higher % means a stronger effect; in the data active = a potency from the dose series; inconclusive = inhibition above about 70% without an active follow-up result;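 also: bacterial growth assessed after seven days of incubation; strong numbers were not always called active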
# VEEV TC-83 Vero 10K pilot screen: also measured in VEEV TC-83 Vero; calls as there; inhibition, %; measured here: 10K pilot screen inhibition
# An asterisk follows results filed as active; i = inactive; ? = inconclusive; / = no result given.
SMILES,M. tuberculosis,VEEV TC-83 Vero,H1N1 NS1A inhibition,PhoP GFP inhibition,H37Rv inhibition,others
OCC1CCCN(C(=S)Nc2ccc(Nc3ccccc3)cc2)C1 (centres undefined),28%,i,6%,4%,8%,
c1ccc(N(c2ccccc2)c2nc(-n3ccnc3)nc(-n3ccnc3)n2)cc1,0%,6.8%,7%,7%,-9%,
Nc1nonc1-n1nnc(C(=O)N/N=C/c2cccc(Cl)c2)c1-c1cccs1,27%,4.9%,0%,-18%,18%,
O=C(Nc1ccc(C(=O)NCC2CCN(Cc3ccccc3F)CC2)cc1)C1=CSCCO1,2%,1.0%,-6%,0%,1%,
COCC(=O)Nc1c(I)c(C(=O)NCC(O)CO)c(I)c(C(=O)N(C)CC(O)CO)c1I (centres undefined),1%,2.1%,-5%,4%,-4%,
CCOC(=O)C1CCN(C(=O)c2ccc3c(c2)NC(=O)/C(=C/c2ccccc2)S3)CC1,35%,3.2%,-3%,-1%,97%,
Cc1cccc(N2CCN(C(=O)COc3ccc4ccc(=O)oc4c3)CC2)c1C,77%,4.4%,-2%,2%,?,
COC(=O)Nc1ccc(C)cc1NC(=O)OC,-1%,i,6%,8%,6%,
O=C1C=C(c2ccc(Cl)cc2)C(=O)N1Nc1ccccc1,?,6.3%,2%,28%,?,
CC12CC[C@H]3[C@@H](CCC4(O)C[C@H](O)CCC34/C=N/NC(=O)Cc3ccccc3)C1(O)CCC2C1=CC(=O)OC1 (some centres undefined),4%,1.6%,6%,5%,-7%,
CNc1ccc(Br)cc(C(=O)/C=C/c2cccc(OC)c2)c1=O,32%,7.8µM*,3%,-2%,0%,
CN(C)S(=O)(=O)c1cccc(NC(=O)COC(=O)c2ccc(Br)o2)c1,13%,0.6%,2%,-4%,-3%,
CCOC(=O)C1=C(N)OC2=C(C(=O)CC(C)(C)C2)C1c1ccccc1OC (centres undefined),?,i,5%,1%,9%,
COc1cc(OC)cc(C(=O)NCC(=O)OCC(=O)N2CCc3ccccc32)c1,-1%,i,1%,3%,5%,
O=C(CN1CCOc2ccccc21)NC1CCCCCCC1,11%,0.2%,5%,-2%,-5%,
O=C(COC(=O)C1CCC1)Nc1ncc(Cl)cc1Cl,-8%,0.1%,0%,7%,-11%,
O=C1N(CN2C(=O)C3(OCCO3)c3ccccc32)c2ccccc2C12OCCO2,5%,1.6%,-1%,-2%,-1%,
O=[N+]([O-])c1ccc(CN2CCN(c3ccc(F)cc3)CC2)o1,0.45µM*,0.4%,-9%,0%,?,
CCOc1ccc(-n2cc(C(=O)NC(C)C)c3cc(OC)c(OC)cc3c2=O)cc1,-13%,6.2%,-11%,0%,0%,
COC(=O)COc1ccc2oc(=O)cc(C)c2c1,-3%,0.7%,-8%,-3%,-3%,
CCCCCC(=O)Nc1cc(S(=O)(=O)O)cc2cc(S(=O)(=O)O)cc(O)c12,/,i,2%,/,/,
O=C(NC1CCCC1)C1CCN(C(=O)c2ccc(Cl)cc2Cl)CC1,-1%,1.3%,-12%,9%,10%,
O=C(COC(=O)c1ccccc1Cc1ccccc1)Nc1ccc(SC(F)F)cc1,18%,1.5%,-1%,8%,-2%,
O=S(=O)(c1ccc2c(c1)CCN2)N1CCCC1,-5%,i,5%,/,-7%,
CC1(C)NC(=O)N(CC(O)CN2CCOCC2)C1=O (centres undefined),-4%,1.6%,-11%,-5%,-12%,

# Following part:
SMILES,M. tuberculosis,VEEV TC-83 Vero,H1N1 NS1A inhibition,PhoP GFP inhibition,H37Rv inhibition,others
COc1ccc(NC(=O)C2C3CCC(O3)C2C(=O)O)c(C)c1 (centres undefined),11%,0.8%,3%,-9%,-1%,
Cc1ccc2c(c1)nnn2C1CCN(CC(=O)NCCc2ccccc2)CC1,34%,i,5%,6%,-1%,
CC(=O)N1N=C(c2ccccc2)CC1c1ccc(F)cc1 (centres undefined),-6%,0.2%,2%,-4%,-1%,
CC(=O)N1CCc2cc(Br)cc(S(=O)(=O)NCc3ccccn3)c21,3%,2.1%,-7%,9%,-3%,
COc1cccc(NP(=O)(Oc2ccccc2)Oc2ccccc2)c1,42%,7.6%,7%,-6%,7%,
O=C(CNC(=O)c1ccc(OC(F)F)cc1)NCC1CCCO1 (centres undefined),-12%,1.8%,-3%,-11%,1%,
CC(C)CC(=O)NC(=S)Nc1cc(C(=O)O)ccc1Cl,-12%,i,-5%,-2%,7%,
Cc1ccc(N(CC(O)CN2C(=O)NC(C)(C)C2=O)S(=O)(=O)c2ccc([N+](=O)[O-])cc2)cc1 (centres undefined),23%,0.5%,12%,9%,1%,
O=C(/C=C/c1ccc([N+](=O)[O-])cc1)Nc1cccnc1,70%,8.8%,1%,5%,7%,
Cc1ccc(S(=O)(=O)N(Cc2cccnc2)Cc2cc3ccccc3[nH]c2=O)cc1,30%,12%,10%,4%,1%,
CN1CCN(C(=O)c2ccc(CNS(=O)(=O)c3cccc(Cl)c3)cc2)CC1,-5%,5.3%,-12%,-6%,4%,
O=S(=O)(c1ccccc1)N1CCC(O)(CSc2ccc(F)cc2)CC1,-2%,1.6%,-6%,10%,-8%,
C[C@H](CO)N1C[C@H](C)[C@@H](CN(C)C(=O)NC2CCCCC2)Oc2c(NS(=O)(=O)c3cccs3)cccc2C1=O,27%,7.1%,-6%,/,-3%,
O=C1NC(=O)/C(=C\c2ccsc2)N1,-1%,0.4%,2%,-6%,-7%,
CC(=O)c1ccc(OCc2cc(C(=O)N3CCC(c4ccncc4)CC3)no2)cc1,33%,i,2%,3%,9%,
CC1CCN(CCC(=O)Nc2ccccc2)CC1,11%,1.4%,-6%,-4%,5%,
Cc1cnc(NC(=O)NCC2CCCC(CNC(=O)Nc3ncc(C)s3)C2)s1 (centres undefined),44%,9.7%,9%,7%,25µM*,
CC(C)c1ccc(C2NC(=O)c3ccccc3O2)cc1 (centres undefined),9%,i,-1%,8%,5%,
O=c1nc(-c2ccccc2)n(-c2ccccc2)c2ncccc12,-2%,1.4%,1%,3%,9%,
CCCCN(CC)CCNC(=O)c1cc2c(-c3ccccc3F)nn(C)c2s1,?,i,5%,-10%,6%,
CN1C(=O)Cc2cc(S(=O)(=O)N3CCOCC3)ccc21,17%,3.1%,9%,-12%,0%,
Cc1cc(C(=O)N2CCCC(Nc3ccc(F)cc3)C2)n(C)n1 (centres undefined),-9%,2.3%,25%,12%,-10%,
CCC1CSC(Nc2ccc(C(=O)/C=C/c3ccc(Oc4ccccc4)cc3)cc2)=N1 (centres undefined),35%,0.2%,-2%,0%,5%,
Cc1ccc2nc(NCC(N)=O)nc(-c3ccccc3)c2c1,-3%,/,/,0%,-3%,
O=C(CCc1ccccc1)NNC(=O)c1ccc(Cl)cc1,-6%,5.1%,-11%,2%,-8%,

# Further entries follow.
SMILES,M. tuberculosis,VEEV TC-83 Vero,H1N1 NS1A inhibition,PhoP GFP inhibition,H37Rv inhibition,others
NC(=O)c1ccc(Cn2c(C(=O)c3cc(Cl)c(N)c(Cl)c3)c3ccccc3[n+]2[O-])cc1,29%,10%,4%,-10%,1%,
CN1C(=O)C(=Cc2ccc(-c3cccc(Cl)c3)o2)C(=O)N(C)C1=O,14%,/,/,-3%,-9%,
CC(C)(C)c1ccc(-c2n[nH]c(=S)n2CCCN2CCOCC2)cc1,12%,0.2%,4%,3%,-1%,
CC(C)(CO)NCC#Cc1ccccc1,-3%,i,-4%,-18%,3%,
CCc1nnc(NC(=O)CSc2nnc(-c3c[nH]c4ccccc34)n2CCOC)s1,2%,2.5%,-11%,-1%,-14%,
CC(=O)c1sc(-c2ccc(Cl)cc2)cc1N,12%,1.4%,-3%,-2%,11%,
CN(C(=O)c1cccc(NC(=O)C2CCCN(C(=O)OC(C)(C)C)C2)c1)C1CCC1 (centres undefined),-2%,0.1%,5%,/,5%,
Cc1nc(C(F)(F)F)ccc1C(=O)Nc1ccccc1N1CCOCC1,-3%,2.8%,-8%,-4%,1%,
CCCCNC(=O)CCc1nc2cccnc2n1Cc1ccccc1,-2%,0.8%,-5%,-1%,6%,
CC(C)c1ccc(-c2cc(C(=O)NN3CCN(C)CC3)c3ccccc3n2)cc1,2%,1.6%,6%,-12%,2%,
Cc1cc(Nc2ccc3c(c2)OCCO3)n2nc(C)nc2n1,1%,2.6%,10%,4%,0%,
O=C(Nc1ccccc1N1CCOCC1)C1CCN(S(=O)(=O)c2ccc(F)cc2)CC1,4%,0.8%,13%,2%,21%,
Cc1c(C(N)=O)sc2ncn(CC(=O)OC(C)C)c(=O)c12,-7%,0.3%,7%,0%,2%,
Cc1cc(C)c2oc(C(=O)N(Cc3ccc(F)cc3)C3CCS(=O)(=O)C3)cc(=O)c2c1 (centres undefined),36%,2.9%,-1%,4%,2%,
CCCc1nn(C)c(C(=O)Nc2ccc(C(C)(C)C)cc2)c1Cl,20%,2.6%,2%,-4%,40%,
COc1ccccc1/C=C/C=N/N1CCN(c2ccccn2)CC1,20%,3.5%,7%,0%,-2%,
COc1ccc(N(CC(=O)NCc2ccc(C)cc2)S(=O)(=O)c2c(C)[nH]c(=O)[nH]c2=O)cc1,6%,4.2%,-10%,-11%,-4%,
O=C(NCc1ccco1)c1cc(-c2cccnc2)nc2ccccc12,7%,i,6%,-1%,-6%,
CCCCOC(=O)Nc1nc2ccc(OC)cc2s1,25%,i,0%,-5%,3%,
CC(C)NCCCCOc1cccc(Br)c1,-15%,2.9%,-5%,3%,-4%,
NC(=O)C1CCN(C(=O)CN2CCN(c3cccc(C(F)(F)F)c3)CC2)CC1,2%,2.9%,12%,4%,1%,
C/C(=N\NC(=O)c1ccc(O)cc1)c1ccc(N2CCOCC2)cc1,62%,0.8%,-4%,8%,11%,VEEV TC-83 Vero 10K pilot screen=1.6
Cc1ccc(C2=CC(c3ccc(C)cc3)n3ncnc3N2)cc1 (centres undefined),20%,i,-7%,14%,44%,
CCc1cc2c3c(c(=O)oc2cc1OC)CCCC3,18%,i,-1%,10%,3%,
O=C(CCC(=O)N1CCC2(CC1)OCCO2)Nc1nnc(C2CCCCC2)s1,-4%,1.8%,-3%,-21%,0%,

# Structures shown so far with a thiophene ring, fused or not:
SMILES,M. tuberculosis,VEEV TC-83 Vero,H1N1 NS1A inhibition,PhoP GFP inhibition,H37Rv inhibition,others
Nc1nonc1-n1nnc(C(=O)N/N=C/c2cccc(Cl)c2)c1-c1cccs1,27%,4.9%,0%,-18%,18%,
C[C@H](CO)N1C[C@H](C)[C@@H](CN(C)C(=O)NC2CCCCC2)Oc2c(NS(=O)(=O)c3cccs3)cccc2C1=O,27%,7.1%,-6%,/,-3%,
O=C1NC(=O)/C(=C\c2ccsc2)N1,-1%,0.4%,2%,-6%,-7%,
CCCCN(CC)CCNC(=O)c1cc2c(-c3ccccc3F)nn(C)c2s1,?,i,5%,-10%,6%,
CC(=O)c1sc(-c2ccc(Cl)cc2)cc1N,12%,1.4%,-3%,-2%,11%,
Cc1c(C(N)=O)sc2ncn(CC(=O)OC(C)C)c(=O)c12,-7%,0.3%,7%,0%,2%,

# (listing goes on)
SMILES,M. tuberculosis,VEEV TC-83 Vero,H1N1 NS1A inhibition,PhoP GFP inhibition,H37Rv inhibition,others
CCOCCCNC(=O)C1CCN(C(=O)N(C)C)CC1,-3%,0.5%,-1%,3%,-1%,
O=C(CN1C(=O)NC2(CCCc3ccccc32)C1=O)Nc1ccccc1OC(F)F (centres undefined),4%,i,3%,/,-2%,
CC(C)n1ncc(N2CCOCC2)c(Cl)c1=O,5%,i,-8%,-1%,-1%,
Cc1ccnc(NC(=O)CNC(=O)c2cccs2)c1,-18%,3.4%,-5%,8%,-7%,
Cc1cc2c(cc(C(=O)OCC(=O)NCc3ccco3)n2C)s1,0%,5.7%,7%,-6%,2%,
CCCn1c(C(C)Nc2nc(-c3cccc(Br)c3)cs2)nc2ccccc21 (centres undefined),12%,0.8%,-2%,-10%,0%,
Cc1cc(OCC(=O)NCCc2ccc(Cl)cc2)c2c(C)cc(=O)oc2c1,-12%,1.3%,0%,4%,3%,
Cc1ccc(NC(=O)NCc2cccnc2)cc1,0%,6.6%,-9%,-3%,-4%,
COc1ccc(CC(=O)Oc2ccc(C)cc2C)cc1,77%,0.6%,-8%,-3%,2%,
CC(O)C1C=CC=CC(=O)OC2CC3OC4C5OC5(C)CCC4(COC(=O)C4OC4(C)C(O)CO1)C2(C)C31CO1 (centres undefined),/,6.0%,-9%,/,/,
Cc1[nH]n(-c2cccc3ccccc23)c(=O)c1C=Nc1ccc2[nH]c(=O)[nH]c2c1,6%,i,6%,0%,-5%,
Cc1nnc(SCC(=O)NC2CCCCC2C)s1 (centres undefined),3%,0.6%,-29%,-2%,-4%,
COc1c(Cl)cc(Cl)cc1C(=O)Nc1ccc(CN2CCOCC2)cc1,-26%,0.1%,-7%,-3%,-6%,
